Bioassay records from PubChem.
TNAP inh no acc: human TNAP enzyme inhibitors, primary screen, biochemical, luminescent, no phosphate acceptor, uHTS; AID 1012, 2008; purified TNAP, CDP-star luminescence, 30 min; hit rate 0.26% among 200,000; inhibition, % at 20 µM; Alkaline phosphatase, tissue-nonspecific isozyme (Homo sapiens), P05186;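 active means tissue-nonspecific alkaline phosphatase inhibition above about 50% at 20 µM in the single-dose screen, limit read from the data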;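 further: 0% = DMSO negative control and 100% = EDTA positive control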
Target sequence (P05186 whole entry, looked up): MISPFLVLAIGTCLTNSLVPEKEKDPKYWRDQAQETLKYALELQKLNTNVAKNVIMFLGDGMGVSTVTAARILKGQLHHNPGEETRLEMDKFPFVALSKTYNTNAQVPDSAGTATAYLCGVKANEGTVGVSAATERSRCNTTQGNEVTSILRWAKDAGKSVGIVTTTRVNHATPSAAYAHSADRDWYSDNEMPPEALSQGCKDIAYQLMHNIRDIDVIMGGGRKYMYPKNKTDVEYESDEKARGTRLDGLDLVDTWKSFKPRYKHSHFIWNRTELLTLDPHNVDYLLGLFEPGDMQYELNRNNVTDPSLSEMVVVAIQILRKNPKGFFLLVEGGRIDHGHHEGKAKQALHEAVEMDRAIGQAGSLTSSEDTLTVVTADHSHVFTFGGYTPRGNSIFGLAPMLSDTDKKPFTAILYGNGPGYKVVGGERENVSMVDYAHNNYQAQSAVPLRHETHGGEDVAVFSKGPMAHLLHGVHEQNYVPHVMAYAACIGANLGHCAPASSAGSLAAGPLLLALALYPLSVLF
PPARg SRC-3 ag: PPARgamma agonists recruiting SRC-3 coactivator, primary screen, biochemical | Peroxisome proliferator-activated receptor gamma (Homo sapiens), P37231 | biochemical PPARgamma/SRC-3 coactivator recruitment assay | activation, % at 8 µM | hit rate 0.26% among 200,000; in the data active means activation above about 23%;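 further: 0% = DMSO and 100% = reference agonist; some compounds past the cut are filed as inactive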
Target sequence (P37231 whole entry, looked up): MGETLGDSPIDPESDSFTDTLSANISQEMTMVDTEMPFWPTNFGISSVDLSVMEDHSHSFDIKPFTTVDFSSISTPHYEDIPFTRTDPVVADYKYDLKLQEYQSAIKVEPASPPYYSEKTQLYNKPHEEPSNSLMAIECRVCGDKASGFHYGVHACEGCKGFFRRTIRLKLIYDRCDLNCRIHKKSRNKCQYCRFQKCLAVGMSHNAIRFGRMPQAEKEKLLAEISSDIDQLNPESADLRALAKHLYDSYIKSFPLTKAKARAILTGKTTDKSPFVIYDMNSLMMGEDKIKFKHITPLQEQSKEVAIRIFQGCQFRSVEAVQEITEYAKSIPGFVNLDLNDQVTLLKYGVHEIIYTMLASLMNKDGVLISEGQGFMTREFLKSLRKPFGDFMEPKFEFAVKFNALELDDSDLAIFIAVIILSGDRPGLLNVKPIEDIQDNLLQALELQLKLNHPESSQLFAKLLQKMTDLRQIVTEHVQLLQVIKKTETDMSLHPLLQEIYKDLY
PPARg SRC-2 ag: agonists of PPARg-SRC-2 recruitment, primary screen, biochemical, HTS. Peroxisome proliferator-activated receptor gamma (Homo sapiens), P37231. PPARgamma LBD-SRC-2 recruitment. activation, % at 8 µM. hit rate 0.34% among 200,000. AID 1032, 2008; in the data active means activation above about 22%;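 further: 0% = vehicle and 100% = reference agonist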
bIAP inhibitor: bovine intestinal alkaline phosphatase inhibitors, primary screen, selectivity assay for TNAP inhibitor project, biochemical, bovine IAP, CDP-star luminescence | AID 1019, 2008 | purified bovine IAP, 30 min | alkaline phosphatase, intestinal [Bos taurus] | 190,000 tested, under 10 active | inhibition, % at 20 µM;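 active means over 50% inhibition of intestinal alkaline phosphatase at 20 µM in the single-dose screen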
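Assay system – bovine IAP enzyme · Quantity – bovine IAP at 1/65,000,000 final dilution · Detection – CDP-star luminescence signal · Times – 30 min reaction at room temperature · Also added – CDP-star substrate at 30 µM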
bIAP act: bovine intestinal alkaline phosphatase activators, primary screen, biochemical, bovine IAP, CDP-star luminescence; hit rate 0.17% among 200,000; activation factor at 20 µM; purified bovine IAP, 30 min; stronger effect = higher value; fold of DMSO-control signal, blank-subtracted; AID 1016, 2008; alkaline phosphatase, intestinal [Bos taurus];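 active means activation factor of 2 or more at 20 µM, a signal rise over negative controls twice the positive control's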
PPARg SRC-1 ag: PPARgamma agonists recruiting SRC-1 coactivator, primary screen, biochemical. Peroxisome proliferator-activated receptor gamma (Homo sapiens), P37231. PPARgamma-SRC-1 coactivator recruitment biochemical assay. activation, % at 8 µM. hit rate 0.41% among 200,000. AID 631, 2007; in the data active means activation above about 19%;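 further: 0% = DMSO and 100% = reference agonist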
TNAP inh hi DEA: human TNAP enzyme inhibitors, primary screen, biochemical, luminescent, high phosphate acceptor level, uHTS; Alkaline phosphatase, tissue-nonspecific isozyme (Homo sapiens), P05186; AID 1135, 2008; purified TNAP, CDP-star luminescence, 1 M DEA; inhibition, % at 20 µM; hit rate 0.03% among 200,000;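 active means over 50% inhibition of tissue-nonspecific alkaline phosphatase at 20 µM in the single-dose screen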;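 further: plate controls were DMSO wells for no effect and EDTA-quenched wells as full inhibition for full effect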
SRC2 TRFRET art: TR-FRET signal artefacts, primary screen, artefact control for PPARgamma SRC-2 agonist project, biochemical; TR-FRET artefact counter-screen; stronger effect = higher value; TR-FRET ratio at 8 µM; hit rate 0.4% among 200,000; in the data active means TR-FRET ratio above about 2000; further: inactives centre near 1500
TNAP act hiacc: TNAP activators at high phosphate acceptor level, primary screen, biochemical, luminescence, uHTS; Alkaline phosphatase, tissue-nonspecific isozyme (Homo sapiens), P05186; purified TNAP, CDP-star luminescence, 1 M DEA, 30 min; stronger effect = higher value; 0 = EDTA background, 1 = DMSO-only activity; activation factor at 20 µM; 200,000 tested, under 10 active; AID 1136, 2008;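 active means activation factor at least 2 at 20 µM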
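Measured by: Luminescent substrate turnover signal | Test system: Human TNAP | Input: TNAP 1/800 final | Dosing: 20 µM single point | Schedule: 30 min, room temperature | Controls: EDTA wells as negative control, DMSO wells as positive control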
Efa HMGR inh: inhibitors of E. faecalis class II HMGR, primary screen, biochemical, Enterococcus faecalis; HMG-CoA reductase (Enterococcus faecalis, mvaE); purified E. faecalis HMGR, NADPH absorbance 340 nm kinetic; inhibition, % at 10 µM; hit rate 0.41% among 190,000;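 active means inhibition above a set limit, the median over all tested compounds plus 3 SD, cut at about 9.5% in these data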;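 further: enzyme runs in reverse so mevalonate oxidation gives rising NADPH absorbance; 0% = complete reaction with DMSO and 100% = background rate lacking mevalonate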
The depositor's hits bear a star; x = not tested or not shown.

SMILES	TNAP inh no acc	PPARg SRC-3 ag	PPARg SRC-2 ag	bIAP inhibitor	bIAP act	PPARg SRC-1 ag	TNAP inh hi DEA	SRC2 TRFRET art	TNAP act hiacc	Efa HMGR inh
CC1CCN(C(=O)CC2C(=O)Nc3c2c(=O)n(C)c(=O)n3Cc2ccccc2)CC1 (stereo not drawn)	2.5	11.7	12.4	2.4	1	1.7	-8.6	1760	1.1	-3.4
Cc1ccc(CNC(=O)Cc2ccc(-c3ccccc3)cc2)cc1	-9.3	0.7	-3.4	-3.7	1	-11.3	-3.0	1584	1	-2.1
Cc1ccc(CN(Cc2ccco2)S(=O)(=O)c2ccc(S(=O)(=O)NCC3CCCO3)cc2)cc1 (stereo not drawn)	-3.7	1.7	2.1	-3.9	1	7.9	-2.0	1470	1	-2.0
Cc1ccc(-n2c(=O)[nH]cc(C(=O)N3CCc4ccccc43)c2=O)cc1C	-7.2	-13.3	-6.6	15.7	0.8	-0.9	-6.6	1419	1.1	-9.8
Cc1cccc(Oc2ncc(-c3ccc(Cl)cc3)cn2)c1C	1.5	-3.9	0.7	20.2	0.8	-1.0	4.2	1437	1	-2.6
CCCCN(C)C(=O)c1ccc(S(=O)(=O)N2CCOCC2)cc1	-2.3	-0.7	11.7	-5.7	1.1	5.7	-5.3	1644	1.1	1.1
CCC(CC)C(=O)NCCCN1CCOCC1	-9.4	-3.9	-2.1	10.2	0.9	-2.4	-3.0	1532	1	-3.0
CCn1c(C)nc2cc(C(=O)N/N=C(\C)c3ccc(OC)cc3O)ccc21	-199.6	5.1	12.7	-9.9	1.1	9.8	-2.9	1713	1	-1.3
Nc1nc(NCc2ccco2)nc(N2CCCCC2)c1[N+](=O)[O-]	-5.8	1.2	-2.6	6.8	0.9	5.5	-1.6	1597	1	2.8
Cc1nc2ccccc2c2oc(C(=O)NC3CC3)cc12	-14.3	-1.3	-9.7	-0.9	1	-6.3	-3.5	1557	1	-1.7
COc1ccccc1C(=O)Nc1ccc2c(c1)nc(CCNC(C)=O)n2C	-11.3	-0.6	-0.5	-5.4	1.1	3.5	-2.2	1461	1	-1.4
Cc1ccc(NC2=CC(=O)OC(C)C2)cc1 (stereo not drawn)	-3.6	-17.5	-3.8	-9.5	1.1	6.0	-0.1	1470	1	0.2
O=C(Nc1ccc(Cl)cc1)c1sccc1-n1cccc1	-8.3	2.1	-6.5	-3.1	1	9.2	-4.2	1639	1	-7.7
CCOC(=O)N1CCN(c2ccc(C(F)(F)F)cn2)CC1	-6.6	0.0	-6.2	-9.9	1.1	0.9	-3.2	1487	1	-0.1
CCOC(=O)c1cnn2c(C(F)F)cc(C3CC3)nc12	-6.9	-8.0	-3.4	-5.3	1.1	-8.5	-0.2	1432	1	-3.4
CCc1ccc2[nH]c(=O)c(CN(CCN(C)C)C(=O)Nc3ccccc3OC)cc2c1	-6.8	1.5	-0.2	-0.3	1	5.6	-4.5	1597	1	-1.8
Cn1c(N)cc(-c2ccc(F)cc2)c(C#N)c1=O	-11.6	-1.7	1.9	-0.9	1	4.3	-3.7	1777	1	-4.3
CCNC(=O)Nn1c(-c2ccccc2)nc2ccccc2c1=O	-8.3	-9.7	-10.0	6.4	0.9	-2.3	-1.1	1434	1	-6.2
Cc1c(Cl)cccc1NC(=S)N1CCN(S(=O)(=O)c2cccs2)CC1	-9.3	3.9	-6.4	6.8	0.9	9.3	-0.7	1374	1	-7.1
Cc1ccc(NC(=O)COC(=O)CN2C(=O)NC(C)(C)C2=O)cc1S(=O)(=O)N1CCOCC1	-0.7	-6.0	0.8	-6.2	1.1	0.4	-7.0	1337	1.1	9.7*
CNc1nc(C)c(C#N)cc1C(C)=O	-11.9	-0.2	8.6	13.1	0.9	-10.3	-4.4	1437	1	-0.2
COc1ccc(CNC(=O)c2cccc(N3CCCC3=O)c2)cc1	-15.7	-10.0	6.2	3.0	1	-5.3	-6.0	1296	1.1	-3.5
O=C(Nc1ccc(Br)cc1)Nc1ccccc1F	-8.4	1.5	7.0	11.5	0.9	15.9	-2.6	1531	1	-5.0
CCOC(=O)c1cc(-c2ccc(F)cc2)n(CC(=O)NC(C)CC)c1C (stereo not drawn)	-18.7	-3.8	-2.7	-0.3	1	-9.9	-5.6	1520	1.1	-2.0
CCC(=O)NC(=S)N1CCN(c2ccc([N+](=O)[O-])cc2Cl)CC1	-3.8	-0.7	5.0	3.8	1	-5.4	2.1	1549	1	-5.9
COCCCN(C(=S)Nc1c(C)cc(C)cc1C)C(C)c1ccccn1 (stereo not drawn)	-11.0	1.6	2.4	-11.4	1.1	-0.7	-7.4	1720	1.1	0.6
CCOc1ccc(OCc2cccc(C(=O)Nc3ccc(CN4CCCCC4)cc3)c2)cc1	-8.9	6.6	4.2	-18.8	1.2	3.2	-0.5	1555	1	2.7
Cc1nn(C(C)C(=O)NNC(=S)Nc2ccc(Cl)cc2)c(C)c1[N+](=O)[O-] (stereo not drawn)	-11.5	0.7	4.6	-13.6	1.1	2.6	-6.7	1413	1.1	-5.8
FC(F)Oc1ccccc1NC(=S)Nc1cccnc1	5.4	-0.5	-2.4	-6.0	1.1	10.6	-5.2	1654	1.1	-8.0
Cc1cccc2nc(CSc3nncn3-c3ccccc3)cn12	-12.9	1.0	-13.7	2.8	1	7.6	-7.5	1258	1.1	-3.5
CCOc1ccc(-n2c3nc4ccccc4nc3c3c(=O)n(Cc4ccco4)cnc32)cc1	x	84.0*	7.2	x	x	45.2*	x	1566	x	x
NC(=O)CC1SC(N)=NC1=O (stereo not drawn)	-7.7	11.1	-3.3	11.4	0.9	-0.9	-2.4	1583	1	4.7
COc1ccc(F)cc1S(=O)(=O)Nc1ccc2c(c1)OCCO2	-7.0	1.8	6.7	11.8	0.9	2.7	-5.1	1550	1.1	-5.6
Cc1ccc(S(=O)(=O)N=Nc2c(O)[nH]c3ccccc23)cc1C	-7.3	-7.3	-0.6	18.1	0.8	0.9	-4.8	1439	1	0.0
CCCCN(CCCC)S(=O)(=O)c1ccc(NC(=O)c2ccc([N+](=O)[O-])cc2Cl)cc1	-17.9	7.9	-5.4	4.6	1	0.5	-4.0	1668	1	-6.0
Cc1cnn2c(C3CC3)ccnc12	3.4	1.7	10.7	-9.8	1.1	-1.4	-0.3	1468	1	-1.3
C=CCOC(=O)C1=C(C)NC(SCC)=C(C#N)C1c1ccc(Cl)cc1 (stereo not drawn)	-8.7	10.4	-8.5	26.2	0.7	2.6	-5.3	1350	1.1	0.0
CCN(CC)C(=O)C1CCN(S(=O)(=O)c2ccc3oc4ccccc4c3c2)CC1	-4.9	3.8	-3.1	-2.4	1	3.6	-1.4	1517	1	-6.1
Cc1cc(C)nc(NC(=O)CCC2CCCC2)c1	-14.0	7.9	2.1	12.3	0.9	3.4	-5.8	1572	1.1	9.9*
COCCNC(=O)c1c[nH]c2ccc(S(=O)(=O)N3CCc4ccccc43)cc2c1=O	7.8	3.8	-4.2	18.9	0.8	13.3	2.2	1654	1	0.8

Among those listed so far, two have two or more sulfur atoms.
SMILES	TNAP inh no acc	PPARg SRC-3 ag	PPARg SRC-2 ag	bIAP inhibitor	bIAP act	PPARg SRC-1 ag	TNAP inh hi DEA	SRC2 TRFRET art	TNAP act hiacc	Efa HMGR inh
Cc1ccc(CN(Cc2ccco2)S(=O)(=O)c2ccc(S(=O)(=O)NCC3CCCO3)cc2)cc1 (stereo not drawn)	-3.7	1.7	2.1	-3.9	1	7.9	-2.0	1470	1	-2.0
Cc1c(Cl)cccc1NC(=S)N1CCN(S(=O)(=O)c2cccs2)CC1	-9.3	3.9	-6.4	6.8	0.9	9.3	-0.7	1374	1	-7.1

(listing goes on)
SMILES	TNAP inh no acc	PPARg SRC-3 ag	PPARg SRC-2 ag	bIAP inhibitor	bIAP act	PPARg SRC-1 ag	TNAP inh hi DEA	SRC2 TRFRET art	TNAP act hiacc	Efa HMGR inh
O=C(Cn1nnc2ccccc21)NNC(=S)NC1CCCCC1	-130.5	-3.3	-6.9	-52.8	1.5	0.4	-6.0	1701	1.1	-0.3
CN1CC(=O)N(CC(=O)Nc2cc(Cl)cc(Cl)c2)C1=O	-2.8	-0.8	16.0	6.0	0.9	6.8	-4.7	1799	1	-3.8
CC1=C(C(=O)NCc2ccccc2)C(c2cccs2)n2ncnc2N1 (stereo not drawn)	-12.0	-5.3	9.9	2.1	1	5.2	-3.1	1658	1	-1.1
COc1ccc2cc(C(N)=O)c(=Nc3ccccc3)oc2c1	-11.5	0.9	-4.0	21.6	0.8	0.3	-3.5	1500	1	-7.1
Cc1ccc(NS(=O)(=O)c2ccc3c(c2)NC(=O)CC(=O)N3)cc1C	-9.8	6.3	3.8	3.9	1	3.2	-3.5	1616	1	9.9*
O=S(=O)(Cc1ccccc1)Nc1ccc(S(=O)(=O)NCC2CCCO2)cc1 (stereo not drawn)	-9.3	0.5	-2.6	3.1	1	-2.2	-2.8	1370	1	0.9
O=[N+]([O-])c1ccc(C2(O)CN(c3ccccc3)C3=[N+]2CCS3)cc1 (stereo not drawn)	-0.5	0.4	9.1	5.2	0.9	14.7	1.5	1808	1	1.9
COc1cccc(NC(=O)C2CC(=O)N(C)C(=Nc3cccc(F)c3)S2)c1 (stereo not drawn)	-6.0	-5.8	-4.3	-1.8	1	5.3	-2.2	1512	1	-1.4
O=C(c1ccncc1)N(c1ccc2oc3c(c2c1)CCCC3)S(=O)(=O)c1ccc(F)cc1	1.6	-2.0	7.7	-7.0	1.1	2.9	-0.4	1409	1	-1.1
C=CCn1c(SCC(=O)Nc2nc(C)cs2)nnc1C(CO)NC(=O)c1ccccc1 (stereo not drawn)	-11.9	-0.5	-4.1	5.8	0.9	-4.7	-5.0	1555	1.1	2.9
Cc1c(-c2cc(C(=O)O)on2)cnn1C	-12.6	-0.3	2.2	-6.5	1.1	5.4	-3.1	1633	1	-0.9
O=C(CCCOc1ccc(Cl)cc1Cl)N/N=C/c1ccc(Cl)cc1	-2.4	-1.2	-7.5	17.0	0.8	-5.1	-2.3	1447	1	-3.6
Cc1cccc(-n2c(SCC(=O)Nc3cccc(S(=O)(=O)NC4=NCCCCC4)c3)nc3ccccc3c2=O)c1C	-17.7	4.2	-3.6	2.8	1	6.0	-1.3	1516	1	-4.4
CC[C@@H](C)C(NC(=O)OC(C)(C)C)c1cn([C@@H](Cc2cc3ccccc3[nH]2)C(=O)N2CCN(C(=O)OC(C)(C)C)CC2)nn1 (stereo partly drawn)	-5.4	-0.1	10.2	7.6	0.9	-1.1	-4.1	1643	1	-1.1
O=C(c1ccccc1Sc1ccc([N+](=O)[O-])cc1Cl)N1CCOCC1	2.8	0.8	-2.6	-26.2	1.3	8.7	-0.8	1612	1	-6.1
